TRHR agonist: agonists of human TRH receptor | P34981 | TRHR cells, calcium flux fluo-8, FDSS agonist mode | activation, % at 2 µM | 360,000 compounds, 0.18% hits | AID 493084; in the data active means activation above about 30%; further: 0% is about no effect
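TRHR-expressing cells loaded with fluo-8 calcium dye; 23 nL library compound pin-transferred, kinetic FDSS fluorescence (Ex 480/Em 530) recorded about 180 s for agonist-induced calcium release, before a 10 nM TRH EC20 addition for potentiator mode.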
D2 antagonist: antagonists of human D2 dopamine receptor | P14416 | HEK293 TREx D2 cells, calcium flux, dopamine EC80 | inhibition, % at 10 µM | 340,000 compounds, 2% hits; in the data active means inhibition above about 30%; further: 0% is about no effect
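Compounds are added to dye-loaded, induced HEK293 T-REx cells coupled to calcium release via D2; after a 3 min kinetic read an EC80 dopamine stimulus is given and fluorescence is recorded for 3 more min.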
USP1-UAF1 inh: blocks the human USP1/UAF1 deubiquitinase complex | O94782 | Potency, µM (titrated, usually from 57.1 µM), without a hit: at the highest dose activity change, negative = inhibition, hits mostly inhibitors | recombinant USP1/UAF1, Ub-Rhodamine cleavage fluorescence | 390,000 compounds, 0.23% hits; further: potency means the concentration at half of the fitted maximal effect; on the % scale 0 is the no-effect control and ±100 the full control effect; nearly all actives have a fitted effect of over 60% in size; inactives centre near -12
Target sequence (O94782 whole entry, looked up): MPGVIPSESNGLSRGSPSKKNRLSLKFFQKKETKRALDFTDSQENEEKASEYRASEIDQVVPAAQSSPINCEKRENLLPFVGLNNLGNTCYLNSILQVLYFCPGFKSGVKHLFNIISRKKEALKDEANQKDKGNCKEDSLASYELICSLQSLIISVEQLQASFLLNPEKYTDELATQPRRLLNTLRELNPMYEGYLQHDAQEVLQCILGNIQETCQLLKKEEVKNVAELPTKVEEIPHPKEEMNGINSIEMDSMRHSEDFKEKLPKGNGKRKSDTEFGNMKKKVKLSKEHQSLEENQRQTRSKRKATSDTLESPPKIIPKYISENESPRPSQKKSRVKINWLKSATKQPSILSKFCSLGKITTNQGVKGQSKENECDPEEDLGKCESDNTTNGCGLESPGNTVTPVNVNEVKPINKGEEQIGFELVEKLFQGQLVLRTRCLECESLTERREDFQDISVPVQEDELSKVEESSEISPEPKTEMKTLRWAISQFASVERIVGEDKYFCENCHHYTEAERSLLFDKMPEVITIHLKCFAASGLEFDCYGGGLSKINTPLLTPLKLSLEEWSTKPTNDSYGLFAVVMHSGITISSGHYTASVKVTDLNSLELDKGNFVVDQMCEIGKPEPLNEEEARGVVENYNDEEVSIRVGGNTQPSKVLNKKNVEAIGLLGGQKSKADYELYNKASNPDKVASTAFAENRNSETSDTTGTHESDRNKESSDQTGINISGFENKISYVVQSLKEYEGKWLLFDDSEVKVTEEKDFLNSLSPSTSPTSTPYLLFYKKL
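1 nM enzyme complex + cpd, 15 min RT; start with Ub-Rho 150nM final; kinetic fluorescence ex 480/em 540, 6 reads q60 s. Buffer 50mM HEPES pH 7.8, 0.5mM EDTA, 0.1 mg/ml BSA, 1mM TCEP, 0.01% Tween-20.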
Pin1 inhibitor: inhibitors of human Pin1 | Potency, µM (doses to about 115 µM), for inactives: at the top dose activity, negative = inhibition, actives largely listed as inhibitors | Pin1 FP peptide displacement, HiFluor488, 10 min | 390,000 compounds, 0.009% hits | AID 504891 | Q13526; active means well fitted inhibition curve with a large enough effect in the polarisation, with a control signal flat, not every such curve was filed as active; inconclusive means small, poorly fitted or top-dose-only effect, or effect the other way, or a change in a side signal; inactive means no such curve, though single readings can be large or run the other way; the % refers to the polarisation; further: potency means the concentration at half of the fitted maximal effect; on the % scale 0 is the no-effect control and ±100 the full control effect
Target sequence (Q13526 whole entry, looked up): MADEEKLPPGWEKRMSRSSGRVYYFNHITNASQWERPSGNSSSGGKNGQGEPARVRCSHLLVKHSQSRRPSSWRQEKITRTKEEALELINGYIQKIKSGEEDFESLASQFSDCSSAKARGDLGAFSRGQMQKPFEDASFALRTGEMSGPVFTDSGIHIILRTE
IDH1 R132H inh: human IDH1 R132H inhibition; O75874; IDH1-R132H enzyme, NADPH consumption, diaphorase/resazurin fluorescence; Potency, µM (top dose mostly 76.6 µM), without a hit: top-dose activity change, negative = inhibition, usual class: inhibitors; 390,000 compounds, 0.093% hits; further: potency means the concentration at half of the fitted maximal effect; on the % scale 0 is the no-effect control and ±100 the full control effect; nearly all actives have a fitted effect of over 65% in size
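IDH1-R132H (0.5 ug/mL dispensed) in pH 7.5 Tris buffer was preincubated 30 min with compound, then given a substrate mix of 0.016 mM NADPH and 2 mM alpha-KG for 80 min at room temperature; remaining NADPH was read by diaphorase/resazurin fluorescence.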
TrxR1 substrate: rat thioredoxin reductase 1 substrate activity; AID 588456; Potency, µM (titrated, usually from 114 µM), for inactives: top-dose activity change, negative = substrate turnover; 390,000 compounds, 0.01% hits; purified TrxR1 substrate turnover, NADPH consumption readout; further: potency means the concentration at half of the fitted maximal effect; on the % scale 0 is the no-effect control and ±100 the full control effect; nearly all actives have a fitted effect of over 50% in size
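Rat TrxR1, dispensed at 90 nM, was prereduced with 400 uM NADPH (final) for 5 min at ~22 deg C, then incubated with compound 15 min before 400 uM selenite. A first-read NADPH fluorescence drop versus no-compound background flagged substrates.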
rTrxR1 inhibitor: blocks rat thioredoxin reductase 1; Potency, µM (top dose mostly 114 µM), without a hit: top-dose activity change, negative = inhibition, usual class: inhibitors; 390,000 compounds, 1% hits; recombinant rTrxR1, NADPH fluorescence consumption, selenite substrate; O89049; further: potency means the concentration at half of the fitted maximal effect; on the % scale 0 is the no-effect control and ±100 the full control effect; nearly all actives have a fitted effect of over 65% in size
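Rat TrxR1 (90 nM in the dispensed reagent) was pre-reduced with 400 uM NADPH for 5 min at room temperature, then incubated with compound for 15 min. After 400 uM selenite was added, NADPH fluorescence (Ex 340/Em 450 nm) was followed for 8 min.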
D2 ag: agonists of human D2 dopamine receptor | P14416 | HEK293 T-REx D2 cells, calcium flux agonist mode | activation, % at 2 µM | 340,000 compounds, 0.53% hits;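 active means activation over 3 SD above normal in the single-dose calcium agonist read, cut at about 30% in these data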; further: 0% is about no effect
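Agonism scored from kinetic calcium signal (1 read/sec, 180 s) following compound pin transfer, after a 10 s baseline. Cells: HEK293 Trex line expressing inducible D2 receptor coupled to calcium, dye-loaded after overnight culture at 30 C.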
TRHR PAM: allosteric enhancers of human TRH receptor | enhancement, % at 2 µM | AID 493056 | 360,000 compounds, 0.66% hits | TRHR cells, fluo-8 calcium fluorescence, EC20 TRH enhancement; in the data active means enhancement above about 30%; further: 0% is about no effect
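TRHR-expressing cells loaded with fluo-8 calcium dye were read kinetically (ex 480/em 530) during compound addition, then stimulated with an EC20 of TRH (10 nM final). Enhancement of the Gq-mediated intracellular calcium response was scored.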
Active calls of the source: *; ? = inconclusive; / = not tested or not shown; [ ] = remark or other dose. Unless noted, the call rests on the fitted dose curve; in most records, active means well fitted inhibition curve with a large enough effect; inconclusive means small, poorly fitted or top-dose-only effect; inactive means no such curve, though single readings can be large or run the other way. Some of the compounds tested; rates above refer to the full screens.

Molecule,TRHR agonist,D2 antagonist,USP1-UAF1 inh,Pin1 inhibitor,IDH1 R132H inh,TrxR1 substrate,rTrxR1 inhibitor,D2 ag,TRHR PAM
Nc1ccc2nc3n(c(=O)c2c1)CCC3,0.4,-4,-2%,?,6%,233%[activator],18%,0.1,-2
CCc1ccc(-n2nc3ccc(NC(=O)c4cc(Cl)c(OC)c(Cl)c4)cc3n2)cc1,-0.1,/,-27%,1%,0%,5%[11.4 µM],25%,-0.1,3
S=c1[nH]nc(-c2ccc3ccccc3n2)n1-c1ccccc1,-0.2,0,0%,-13%,1%,-1%,-13%,-0.4,6
CCOC(=O)c1ccc2c(c1)N(CC(=O)N(C)c1ccccc1)C(=O)c1ccccc1S2,-0.2,/,?,7%,3%,-11%[57.1 µM],-15%[57.1 µM],/,0
O=C(COc1ccc(Cl)cc1)Nc1ccccc1C(=O)NCc1cccnc1,-0.8,3,-6%,0%,9%,-2%,-13%,1.9,-4
CCCCCn1c(=O)c(-c2nc3ccccc3[nH]2)c(O)c2ccccc21,0.3,13,-19%,-2%,-2%,32%[57.1 µM],-2%[57.1 µM],0.3,10
O=C(CNc1ccc(Br)cc1)NNC1=NCCC1,0.7,-3,-17%,2%,-4%,-4%,-4%,-0.8,-4
CCc1ccc(N(CC(=O)NC(C)C)C(=O)CCC(=O)Nc2nccs2)cc1,0.8,-15,-18%,3%,-5%,6%[57.1 µM],10%[57.1 µM],-1.2,13
Cc1ccc(NC(=O)c2c(C)oc3ncnc(N4CCCCC4)c23)cc1Cl,-1.1,/,-27%,-8%,4%,9%,35%,1.0,12
C=CCn1c(SCC(=O)N(C)C2CCS(=O)(=O)C2)nnc1-c1ccncc1 (configuration not stated),0.0,7,2%,-2%,-3%,-3%[11.4 µM],3%,0.1,-4
Cc1c(C)c2c(OCC(=O)NCc3ccncc3)cc3c(c2oc1=O)CCC(C)(C)O3,0.0,7,-1%,-1%,-1%,99%[activator],66%[activator],0.4,6
COc1ccnc(Oc2ccccc2)c1C(=O)N/C=N/OCc1ccc(F)cc1Cl,1.5,-13,-6%,9%,2%,-7%,21%,-0.2,2
CC(C)Cc1nnc(NC(=O)CCC(=O)N2CCN(Cc3ccccc3)CC2)s1,0.0,-3,-25%,-2%,15%,5%,-2%,-0.4,4
Cc1ccc(NC(=O)CN(C)C(=O)/C=C/c2cccc(F)c2)cc1,-1.5,2,-7%,-10%,10%,-14%[57.1 µM],18%[57.1 µM],-0.2,-2
Cc1cc(NC(=O)CSc2nnc(C)n2-c2ccccc2C)no1,-1.1,-12,?,-20%,19%,6%[57.1 µM],28%[57.1 µM],2.9,10
CCCCn1c(N)c(N(CC(C)C)C(=O)c2ccc(S(=O)(=O)N3CCC(C)CC3)cc2)c(=O)[nH]c1=O,0.0,13,-9%,3%,-1%,3%,5%,0.1,14
O=C1c2ccc(Cl)cc2S(=O)(=O)c2cccc(C(=O)N3CCC(Cc4ccccc4)CC3)c21,-0.4,-1,-27%,-3%,1%,7%[57.1 µM],13%[57.1 µM],0.8,4
Cc1cccc(NC(=O)CSc2nnc(-c3ccc(S(=O)(=O)N4CCCC4)cc3)o2)c1,0.7,/,-6%,0%,10%,-3%,2%,/,-1
COc1cccc(N2CCN(c3ccc4nnc(CCC(=O)Nc5ccc(F)cc5F)n4n3)CC2)c1,-0.6,3,-9%,-1%,-3%,-6%,5%,0.2,-2
COc1ccc(OCc2nc(N)nc(Nc3cccc(C)c3C)n2)cc1,-1.0,4,-8%,2%,0%,-16%,-14%,-0.9,3
COC(=O)CN(c1ccc(Cl)cc1C)S(C)(=O)=O,0.2,2,-10%,18%,4%,1%,22%,0.7,3
CC1(C)Cc2nc(N3CCOCC3)c(C#N)cc2CO1,-0.1,-1,0%,10%,1%,110%[activator],-25%,2.4,1
CCOCCCNC(=O)C1(O)c2cc(Br)ccc2NC(=O)N1c1ccc(C)c(C)c1 (configuration not stated),0.6,-9,-11%,3%,5%,-4%,-4%,1.2,-3
Cn1c(N)c(C(=O)COC(=O)c2cc3ccccc3cc2O)c(=O)n(C)c1=O,/,/,-6%,5%,0%,-11%,-16%,/,/
CCCCCCCC(=O)OC(CN1CCCCC1)CN1CCCC1=O (configuration not stated),0.0,4,3%,-1%,14%,9%[57.1 µM],15%,-1.3,-4
Cn1cnnc1Sc1cc(N2CCN(S(=O)(=O)c3ccccc3)CC2)ccc1[N+](=O)[O-],-0.3,-11,-18%,3%,14%,-2%,1%,-0.4,-4
CCCCC1NC(=S)N(C2CCCCC2)C1=O (configuration not stated),0.5,-1,-22%,2%,7%,6%[57.1 µM],8%[57.1 µM],0.7,-6
CCOc1cc(S(=O)(=O)N2CCN(CC)CC2)ccc1Cl,-0.6,-21,-17%,-11%,4%,9%[57.1 µM],10%[57.1 µM],-0.3,18
CCN(CC)CCOc1ccc2c(c1)C(=NNC(=O)c1ccccn1)c1cc(OCCN(CC)CC)ccc1-2,1.1,/,-11%,6%,8%,3%,11%,/,5
CN1CCC(=O)N([C@H](CSc2ccc(Br)cc2)c2ccccc2)CC1,0.2,/,-9%,0%,-1%,-6%,-8%,/,2

A second format for 2 compounds above:
> CCOc1cc(S(=O)(=O)N2CCN(CC)CC2)ccc1Cl
  TRHR agonist = -0.6
  D2 antagonist = -21
  USP1-UAF1 inh = -17%
  Pin1 inhibitor = -11%
  IDH1 R132H inh = 4%
  TrxR1 substrate = 9%[57.1 µM]
  rTrxR1 inhibitor = 10%[57.1 µM]
  D2 ag = -0.3
  TRHR PAM = 18

> CCN(CC)CCOc1ccc2c(c1)C(=NNC(=O)c1ccccn1)c1cc(OCCN(CC)CC)ccc1-2
  TRHR agonist = 1.1
  D2 antagonist = /
  USP1-UAF1 inh = -11%
  Pin1 inhibitor = 6%
  IDH1 R132H inh = 8%
  TrxR1 substrate = 3%
  rTrxR1 inhibitor = 11%
  D2 ag = /
  TRHR PAM = 5

Single values from the entries so far.
In D2 ag, Nc1ccc2nc3n(c(=O)c2c1)CCC3 shows 0.1
In USP1-UAF1 inh, Cc1c(C)c2c(OCC(=O)NCc3ccncc3)cc3c(c2oc1=O)CCC(C)(C)O3 shows -1%
In TRHR agonist, CCCCCn1c(=O)c(-c2nc3ccccc3[nH]2)c(O)c2ccccc21 shows 0.3

(next part)
SMILES | TRHR agonist | D2 antagonist | USP1-UAF1 inh | Pin1 inhibitor | IDH1 R132H inh | TrxR1 substrate | rTrxR1 inhibitor | D2 ag | TRHR PAM
CC(C)C(=O)Nc1ccc(C(=O)Nc2ccc(Br)cc2F)cc1 | 1.3 | 0 | -25% | 3% | -17% | 6% | 34% | 0.6 | -6
Cc1cccc(NC(=O)c2cc3ccccc3o2)c1 | -0.8 | -23 | -6% | -2% | 22% | -2% | 12% | -1.5 | 2
COc1ccc2c(c1)CC(C1(O)C(=O)Nc3ccccc31)C2=O (configuration not stated) | -0.2 | 7 | -9% | 4% | 1% | 4% | 1% | 0.5 | -4
COc1ccc(NC(=O)Cn2c(=O)oc3cc(S(=O)(=O)N4CCC(C)CC4)ccc32)c(OC)c1 | -1.5 | / | 0% | -4% | 0% | -2% | 1% | 0.1 | -7
C=CCSc1nc2c(c(=O)[nH]c(=O)n2C)n1Cc1ccc(C)cc1 | -0.7 | 5 | -18% | -4% | -7% | 9%[57.1 µM] | 16%[57.1 µM] | -0.5 | 1
CN(CCC#N)C(=O)COC(=O)c1c2c(nc3ccccc13)/C(=C\c1ccco1)CC2 | / | / | ? | ? | 1% | 0% | ? | / | /
COc1ccc(C(=O)COC(=O)Cn2cnc3c2c(=O)n(C)c(=O)n3C)c(OC)c1 | -0.7 | 7 | -24% | -4% | 8% | 6% | 21% | -0.4 | 1
CCc1ccc(N(C(=O)CNC(=O)c2cccs2)C(C(=O)NC(C)(C)C)c2cc(OC)c(OC)c(OC)c2)cc1 (configuration not stated) | / | / | -12% | -5% | 0% | -1% | 5% | / | /
CC(=O)Oc1cc2c(cc1Cl)C1(CC(c3ccccc3Cl)O2)CC(C)(C)NC(=S)N1 (configuration not stated) | 1.0 | -3 | -16% | ? | 1% | 1% | 12% | 0.1 | 23
Cc1cc(C(=O)C(C)OC(=O)c2cnccn2)c(C)n1-c1ccccc1 (configuration not stated) | -0.4 | -2 | -25% | 0% | 2% | -7% | -4% | 0.4 | 19
O=C1NC(=O)/C(=C\c2ccc(OCc3ccccc3)cc2)S1 | -0.8 | / | -22% | -4% | 17% | -4% | -7% | / | -2
CC(Sc1nnc2ccccn12)C(=O)NCc1ccc2c(c1)OCO2 (configuration not stated) | 0.2 | 4 | -18% | -5% | 6% | 0% | 15% | -0.2 | 2
COc1ccc2cc3cc(C(=O)Nc4cc(C)c(Cl)cc4OC)oc3nc2c1 | 0.6 | / | -14% | -11% | -2% | -5% | 7% | 0.4 | 6
O=C(O)c1cc(C(=O)C2CCCCC2)c[nH]1 | -4.6 | -7 | -7% | 0% | 5% | 2% | 23% | 0.3 | -3

Source: PubChem (National Center for Advancing Translational Sciences (NCATS))
